Screening results: PubChem, several laboratories
AddAB inh: less growth of phage-infected E. coli with AddAB | inhibition, % at 11.9 µM | E. coli expressing H. pylori AddAB, absorbance growth | 330,000 compounds, 0.29% hits; in the data active = inhibition above about 12%;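 note: 0% = vehicle wells of infected cells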
HTR5A ag: counter-screen for OPRM1-OPRD1 agonists: human HTR5A agonism; activation, % at 9.3 µM; AID 504692; HTR5A agonist assay, luminescence, cell-based; 340,000 compounds, 0.61% hits; P47898; in the data active = activation mostly above about 9.5%, no sharp cut-off; inactive = mostly below about 7.6%;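 note: 0% = cells with vehicle only and 100% = reference agonist; strong numbers were not always called active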
Ecoli viability: reduces bacterial viability in AddAB counter-screen | E. coli V3065 growth, OD600 absorbance, 18 h | inhibition, % at 11.9 µM | 330,000 compounds, 0.27% hits;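 active = inhibition above the campaign's mean inhibition across all tested compounds plus 3 SD, cut at about 9.9% in these data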;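 note: uninfected addAB+ strain grown without phage in ampicillin broth; 0% = DMSO wells and 100% = ciprofloxacin 0.95 µg/ml wells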
DSG3 Ab inh: inhibitors of pemphigus antibody binding to human desmoglein-3; P32926; DSG3-coupled beads, scFv-anti-DSG3-GFP binding, flow cytometry; hits give low values; binding (percent of control), % at 10 µM; 310,000 compounds, 0.48% hits; AID 588358;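 active = binding more than 3 SD below its plate's average and above zero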;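 note: hits lower antibody fragment binding to DSG3; some compounds called inactive have numbers as strong as hits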
HTR5A inv ag: counter-screen for OPRM1-OPRD1 inverse agonists: human HTR5A inverse agonism | AID 504634 | HTR5A cell line, luminescence | inhibition, % at 9.3 µM | P47898 | 340,000 compounds, 0.083% hits; in the data active = inhibition mostly above about 23%, no sharp cut-off; inactive = mostly below about 18%;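 note: 0% = cells with DMSO and 100% = no-cell wells with DMSO; some compounds called inactive have numbers as strong as hits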
OPRM1-OPRD1 inv: inverse agonist of human OPRM1-OPRD1 heterodimerization; cell-based MOR-DOR heterodimer luminescence, inverse agonism; inhibition, % at 9.3 µM; 340,000 compounds, 0.21% hits; AID 504357; in the data active = inhibition above about 22%, passing the limit was not always enough;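 note: 0% = cells with DMSO and 100% = wells without cells with DMSO; values of inactives mirror those of a sister screen read the other way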
Target sequence (P35372 whole entry, looked up): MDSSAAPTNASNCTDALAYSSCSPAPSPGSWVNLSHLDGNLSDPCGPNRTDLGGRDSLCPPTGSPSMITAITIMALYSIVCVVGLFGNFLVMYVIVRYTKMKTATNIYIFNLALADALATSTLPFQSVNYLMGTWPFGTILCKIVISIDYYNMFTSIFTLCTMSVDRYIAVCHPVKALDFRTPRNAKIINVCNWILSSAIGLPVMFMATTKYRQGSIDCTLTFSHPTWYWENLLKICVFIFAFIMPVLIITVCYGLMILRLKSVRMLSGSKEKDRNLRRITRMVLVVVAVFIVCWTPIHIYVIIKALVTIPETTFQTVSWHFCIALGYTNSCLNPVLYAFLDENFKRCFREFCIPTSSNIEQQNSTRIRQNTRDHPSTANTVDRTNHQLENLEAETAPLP
Target sequence (P41143 whole entry, looked up): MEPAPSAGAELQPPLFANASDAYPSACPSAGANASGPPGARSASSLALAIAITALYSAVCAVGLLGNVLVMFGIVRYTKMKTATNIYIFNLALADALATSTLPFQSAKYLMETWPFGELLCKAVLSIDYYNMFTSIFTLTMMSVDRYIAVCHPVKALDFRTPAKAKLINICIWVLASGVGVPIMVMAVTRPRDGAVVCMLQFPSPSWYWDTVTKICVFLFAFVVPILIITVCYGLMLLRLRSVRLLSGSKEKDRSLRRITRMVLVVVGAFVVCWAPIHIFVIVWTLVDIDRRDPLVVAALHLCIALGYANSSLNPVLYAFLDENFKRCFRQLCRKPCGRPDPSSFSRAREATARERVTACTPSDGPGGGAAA
OPRM1-OPRD1 ag: OPRM1-OPRD1 heterodimerization agonism; cells, luminescence; P35372+P41143; activation, % at 9.3 µM; AID 504326; 340,000 compounds, 0.3% hits; in the data active = activation above about 18%;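 note: 0% = vehicle-treated cells and 100% = reference agonist; values of inactives mirror those of a sister screen read the other way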
PfHsp90 set2: reduces growth (ATP signal) of yeast expressing P. falciparum Hsp90; S. cerevisiae expressing PfHsp90, BacTiter-Glo ATP, 48 h; yeast lacking PDR1 and PDR3 efflux regulators; AID 504621; inhibition, % at 9.4 µM; 310,000 compounds, 0.32% hits;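 active = every replicate shows inhibition above about 80%, whatever the replicate mean, limit read from the data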;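 note: 0% = DMSO neutral controls and 100% = 20 µM radicicol positive controls; yeast relying on Plasmodium falciparum Hsp90 in place of its own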
phage Ecoli inh: E. coli growth loss with phage present; growth absorbance; inhibition, % at 11.9 µM; 360,000 compounds, 0.26% hits; in the data active = inhibition above about 11%
SUMO Mot1 rescue: blocks SUMOylation pathway, rescuing yeast Mot1-301 growth | S. cerevisiae Mot1-301 growth rescue, ATP luminescence, 38.5C; percent above DMSO median, 100 means doubled | growth rescue, % at 18.8 µM | 320,000 compounds, 1% hits | AID 2716;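 active = every valid replicate shows activation above 250% relative to neutral control wells; inactive = the rest, any valid replicate at or below 250%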;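 note: OY570 slx delta 5 strain wells were the positive control but not used for scaling; some compounds called inactive have numbers as strong as hits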
PKA-R1A activ: activates the PKA-R1A holoenzyme complex; P00514+P68181; PKA-R1A dissociation, Cy5-IP20 fluorescence polarization; scaled: DMSO 0%, 113 µM cGMP 100%; 340,000 compounds, 0.083% hits; activation, % at 11.4 µM; AID 504707;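 active = percent activation above the mean of all tested compounds plus 3 SD, cut at about 19% in these data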;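 note: higher means more PKAc released from R1A so a rise in polarization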
The depositor's hits bear a star; · = no result given. This is a random part of the collection; about 3.2% have a hit in one of these screens.

SMILES	AddAB inh	HTR5A ag	Ecoli viability	DSG3 Ab inh	HTR5A inv ag	OPRM1-OPRD1 inv	OPRM1-OPRD1 ag	PfHsp90 set2	phage Ecoli inh	SUMO Mot1 rescue	PKA-R1A activ
CCN(c1ccc(NC(=O)CSCc2c(C)noc2C)cc1)C(C)C	4.3	-7	2.8	·	17	10	-2.4	-7	2.2	0	-10
COc1ccc(C(C(=O)NC2CCCCC2)N(Cc2cccs2)C(=O)Cc2c[nH]c3ccccc23)cc1OC (centres undefined)	-1.4	6	-1.7	102	-15	-5	1.0	-9	0.5	-20	2
Cc1ccc(S(=O)(=O)CC(=O)Nc2c(C)n(C)n(-c3ccccc3)c2=O)cc1	0.8	4	1.1	123	31	0	0.0	·	3.4	-28	-12
O=S(=O)(c1ccc(Cl)cc1)N1CCN(CCc2ccccc2)CC1	1.9	2	-0.4	·	-15	-18	2.9	9	-2.0	-16	-7
COCCOC(=O)C1=C(C)NC(=O)NC1c1ccc(Cl)cc1 (centres undefined)	-2.7	-3	-1.2	110	7	1	-0.2	9	1.4	56	-5
CCCCCC(=O)OCCc1c(C)nc2nc[nH]n2c1=O	3.1	5	-3.3	100	-5	-3	0.5	11	2.8	-2	5
O=C(NCCN1CCOCC1)C1CCN(c2nc3ccccc3o2)CC1	-0.1	0	-0.8	99	11	8	-1.6	1	·	-4	-7
C=CCn1c(=O)c2ccccc2n2c(Sc3nnnn3-c3ccccc3)nnc12	-1.3	4	-4.8	·	12	9	-1.5	12	1.2	8	-12
NC(=S)N/N=C/c1ccc2cccc(OCc3ccccc3)c2n1	0.1	4	0.5	101	-17	10	-1.8	16	0.0	-16	-3
O=C1CN(C(=O)CSc2nc3cc(Cl)ccc3c(=O)n2Cc2ccccc2)c2ccccc2N1	-1.9	-6	-2.9	84	17	10	-1.5	-12	5.6	-19	2
O=C(CSc1ccccn1)N1CCc2ccccc21	4.8	1	0.3	109	17	13	-2.7	3	-0.5	-4	-3
Cn1c2ccccc2c2cc(/C=N/NC(=O)c3ccc(N)cc3)ccc21	1.9	4	-1.4	103	-5	6	-1.1	-16	0.6	-11	6
Cn1c(SCc2ccc(F)cc2)nnc1-c1cnccn1	0.4	0	-1.3	76*	2	6	-1.2	-21	-1.2	1	0
Cc1ccccc1NC(=O)c1ccc(F)c(S(=O)(=O)N2CCN(c3ccccn3)CC2)c1	0.6	1	1.2	102	3	11	-2.0	2	·	0	5
CC(NC(=O)CSc1nc2ccc(N)cc2s1)c1ccccc1 (centres undefined)	0.2	3	-0.5	89	-28	-2	0.3	-64	1.7	67	0
CC(=O)COc1ccc2c3c(c(=O)oc2c1)CCCC3	-1.1	1	-2.0	102	16	8	-1.5	-12	2.6	0	3
Cn1ccnc1SCC(=O)c1cccc(Br)c1	1.9	-2	-0.2	94	-2	-9	1.6	29	0.9	-5	8
CC(C)COC(=O)Nc1nnc(Cc2ccccc2)s1	2.4	0	1.3	105	0	-14	2.5	13	5.3	-16	-3
CS(=O)(=O)N1CCN(c2c(Cl)cccc2[N+](=O)[O-])CC1	4.7	2	0.4	113	15	9	-1.7	24	2.0	-11	-9
O=C(NC(C(=O)O)c1ccccc1)c1ccccc1 (centres undefined)	-0.2	3	-1.1	102	1	19	-3.3	4	3.9	7	-3
C/C(O)=C(/C=NCC(=O)O)C(=O)Nc1nccs1	1.1	-3	-1.1	93	7	0	0.0	7	3.0	5	3
CC1(c2ccccc2Cl)NC(=O)N(CC(=O)N2CCc3ccccc32)C1=O (centres undefined)	-2.7	1	-1.9	93	-6	13	-3.0	6	0.7	-13	4
Cc1cccc(C(=O)N2CCCC(Nc3ccc(F)c(F)c3)C2)n1 (centres undefined)	2.6	4	1.1	106	-15	7	-1.2	1	-0.6	-6	-14
CC(=O)C1=C(S(=O)(=O)c2ccc(C)cc2)CS(=O)(=O)C1	·	7	·	107	1	3	-0.6	-1	3.5	·	9
COc1cccc(C(=O)Nc2cc(C)c3c(=O)oc4ccccc4c3n2)c1	0.2	0	-1.0	100	-1	10	-1.7	-16	1.4	16	2
O=C(CSc1nc(-c2ccccc2)nc2ccccc12)Nc1cccc(C(=O)O)c1	2.5	·	3.2	105	·	·	·	-5	5.0	-26	·
CCOc1ccccc1N1CCN(C(=O)CN2C(=O)NC3(CCCC3)C2=O)CC1	-1.4	8	0.2	120	-20	2	-0.4	·	1.9	-11	-3
COc1ccccc1NC(=S)N(Cc1cccnc1)Cc1ccccc1Cl	1.3	-4	0.2	107	21	1	-0.2	7	1.1	5	0
CC(NO)C(C)(C)NO (centres undefined)	1.4	-5	-3.5	106	-2	18	-4.3	-4	1.9	331	-16
Cn1c(-c2ccc(F)cc2)cnc1NCc1ccc(C#N)cc1	0.0	5	-2.8	100	-14	25	-5.7	1	0.2	-4	-5
O=C(/C(=C/c1ccccc1)c1ccccc1)N1CCCCC1	1.0	-2	0.8	104	-14	-24	4.3	8	2.4	-16	2
CCN(C(=O)C(=O)c1c[nH]c2ccccc12)c1ccccc1	0.6	0	0.8	109	0	11	-2.3	10	3.1	-18	-9
C=CCn1c(SCC(=O)NC2(C)CCS(=O)(=O)C2)nc2ccccc21 (centres undefined)	0.8	3	-0.2	92	-8	9	-2.1	8	2.0	-3	9
COc1ccccc1NS(=O)(=O)c1ccc(OC)c(OC)c1	0.8	10*	-1.2	102	10	7	-1.1	1	2.1	-1	3
Cc1ccc(C)c(NC(=O)Cn2nc([N+](=O)[O-])c(Br)c2C)c1	1.2	7	0.0	116	-2	3	-0.5	-21	2.6	14	-3
CCOc1ccc2nc(NC(=O)CN3CCC(n4nnc5cc(C(F)(F)F)ccc54)CC3)sc2c1	1.8	2	-0.9	121	-2	17	-2.9	12	0.9	-12	4
CCCn1c(SCC(=O)Nc2ccc(C)c(S(=O)(=O)N3CCOCC3)c2)n[nH]c1=O	2.4	4	0.0	111	4	-15	2.9	5	3.4	-26	-4
Cc1cc(Nc2ccc(F)cc2C)n2nc(C)nc2n1	2.5	-3	0.3	106	8	15	-2.9	-7	1.5	4	-4
Cc1cccc(C)c1NC(=O)C1=C(O)c2sccc2N(C)S1(=O)=O	1.3	0	-0.3	99	-31	3	-0.7	-20	3.3	436	-7
COc1ccc(OC)c(N2C(=O)[C@@H]3C(c4ccccc4Cl)=NO[C@@H]3C2=O)c1	1.5	-7	-1.1	99	16	-5	1.2	18	2.9	3	-1
COc1cccc(C2=NOC(C(=O)N3CCOCC3)C2)c1 (centres undefined)	0.3	4	1.7	98	-11	13	-2.5	27	3.0	-19	-13
O=C(CN1CCN(CC(=O)Nc2ccccc2Cl)CC1)NCC1(N2CCCCC2)CCCCC1	-2.7	3	-1.9	·	-7	11	-2.7	-12	2.1	-8	-13
COc1cc2c(cc1/C=C1/NC(=O)N(CC(=O)Nc3ccccc3)C1=O)OCO2	-0.7	-2	-3.5	83	-11	2	-0.3	10	-0.3	-5	-13
CC(C)[C@H](NS(=O)(=O)c1ccccc1)C(=O)OCC(=O)NC1CCCCC1	3.2	2	-0.8	105	-4	4	-1.1	4	-0.9	-1	-6
CC(Sc1nnc(-c2cccnc2)n1N)C(=O)Nc1ccc2c(c1)OCCO2 (centres undefined)	·	3	·	103	-3	24	-4.8	12	0.5	·	0
N#CC1(c2ccccc2)CCC(=NO)CC1 (centres undefined)	3.2	-1	0.2	116	-1	-2	0.4	5	2.2	-11	8
Cc1cc(C)c(S(=O)(=O)N2CCOC2CNC(=O)C(=O)NCc2ccco2)c(C)c1 (centres undefined)	0.8	5	-0.3	102	-5	9	-1.5	-9	1.2	0	-1
CCOC(=O)c1c(C)[nH]c(C(=O)CN2C(=O)NC(CC)(c3ccccc3)C2=O)c1C (centres undefined)	3.0	2	-0.4	·	-4	-11	2.6	-1	3.2	413	-14
O=C(NCCc1ccccc1)C1CCC(=O)N1C1CCCC1 (centres undefined)	-1.1	-1	0.0	90	4	5	-1.1	9	1.3	-15	1
CCOC(=O)[C@@H]1[C@H]2COc3cc(OC)ccc3[C@H]2N2C(=O)N(c3cccc(Cl)c3)C(=O)[C@@]12C	4.5	7	0.2	99	4	-4	0.8	-1	·	-10	6
CC(=O)NCN1CCN(CNC(C)=O)CC1	-1.4	-2	-1.5	108	11	14	-2.5	-13	2.3	-16	-8
CCOc1ccc(C(C(=O)NCC2CCCO2)N(Cc2cccs2)C(=O)c2snc(C(N)=O)c2N)cc1 (centres undefined)	3.4	7	2.0	119	3	11	-2.0	-22	1.4	-2	9
Cc1cccc(C2=NN(c3ccc(Br)cc3)[C@@H](C(=O)N3CCOC3=O)[C@@H]2c2ccccc2)c1	-1.5	2	-2.1	102	-6	1	-0.1	8	·	·	2
Cc1c(NC(=O)c2cccc(S(=O)(=O)N3CCOCC3)c2)c(=O)n(-c2ccccc2)n1C	0.9	2	0.8	101	-6	-7	1.1	-11	2.0	5	-1
CN(C1CCCC1)C1CCN(C(=O)CNC(=O)/C=C/c2ccccc2)CC1	1.7	-7	-0.9	97	18	2	-0.4	1	3.1	0	-10
Cc1oc2c(c(=O)c1C)C(=O)CC(c1ccccc1)C2 (centres undefined)	0.0	2	-1.4	95	2	10	-2.1	·	-2.1	4	-3
O=S(=O)(c1ccccc1)c1nc(-c2ccc(F)cc2)oc1NCC1CCCO1 (centres undefined)	0.5	5	0.0	106	9	10	-2.5	·	2.4	8	-5
Cc1nc(C)c(C(=O)Nc2cccc(C)c2C)s1	0.8	0	1.6	102	0	10	-1.8	-10	2.5	13	6
CC(C)(C)c1ccc(OCC(=O)NNC(=O)Nc2ccccc2)cc1	-0.9	0	1.2	118	-1	-1	0.2	-26	1.0	70	5
COc1ccc(S(=O)(=O)Oc2cccc(C(=S)N3CCOCC3)c2)cc1	3.8	-1	1.5	·	3	9	-1.6	-10	1.9	5	-1
CCC(C)(C(=O)NC1CCCCC1)N(C(=O)Cc1cccs1)c1ccccc1 (centres undefined)	0.6	-2	-1.4	98	6	15	-2.5	-11	1.4	9	-6
CC(C)c1nc(SCC(=O)N2CCc3ccccc32)n[nH]1	1.2	-1	-0.6	104	3	8	-1.6	-11	3.5	52	4
COc1ccc(S(=O)(=O)n2cccc2)cc1OC	0.8	2	1.4	·	-4	20	-6.1	2	1.7	-10	-2
